TrxR1 substrate – rat thioredoxin reductase 1 substrate activity; actives 0.01% (n = 390,000); Potency, µM (doses to about 114 µM), for the others: at the highest dose activity change, negative = substrate turnover; O89049; purified TrxR1 substrate turnover, NADPH consumption readout; further: potency means the concentration at half of the fitted maximal effect; on the % scale 0 is the no-effect control and ±100 the full control effect; nearly all actives have a fitted effect of over 50% in size
Target sequence (O89049 whole entry, looked up): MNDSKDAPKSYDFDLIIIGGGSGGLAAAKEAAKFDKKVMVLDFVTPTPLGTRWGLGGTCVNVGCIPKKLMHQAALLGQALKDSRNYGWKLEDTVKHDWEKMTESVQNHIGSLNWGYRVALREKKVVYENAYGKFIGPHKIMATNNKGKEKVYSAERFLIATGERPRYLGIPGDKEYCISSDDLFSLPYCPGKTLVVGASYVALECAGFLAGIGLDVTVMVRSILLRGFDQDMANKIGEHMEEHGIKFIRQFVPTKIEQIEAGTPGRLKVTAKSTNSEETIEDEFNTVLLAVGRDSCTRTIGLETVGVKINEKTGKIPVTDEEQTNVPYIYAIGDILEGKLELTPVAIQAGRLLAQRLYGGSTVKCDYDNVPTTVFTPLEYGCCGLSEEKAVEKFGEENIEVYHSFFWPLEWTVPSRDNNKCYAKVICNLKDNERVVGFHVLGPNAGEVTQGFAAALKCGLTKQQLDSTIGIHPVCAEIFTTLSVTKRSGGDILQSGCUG
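Rat TrxR1, dispensed at 90 nM, was prereduced with 400 uM NADPH (final) for 5 min at ~22 deg C, then incubated with compound 15 min before 400 uM selenite. A first-read NADPH fluorescence drop versus no-compound background flagged substrates.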
TRHR ag – activates the human TRH receptor; P34981; TRHR cells, calcium flux fluo-8, FDSS agonist mode; activation, % at 2 µM; actives 0.18% (n = 360,000); AID 493084; in the data active means activation above about 30%; further: 0% is about no effect
Target sequence (P34981 whole entry, looked up): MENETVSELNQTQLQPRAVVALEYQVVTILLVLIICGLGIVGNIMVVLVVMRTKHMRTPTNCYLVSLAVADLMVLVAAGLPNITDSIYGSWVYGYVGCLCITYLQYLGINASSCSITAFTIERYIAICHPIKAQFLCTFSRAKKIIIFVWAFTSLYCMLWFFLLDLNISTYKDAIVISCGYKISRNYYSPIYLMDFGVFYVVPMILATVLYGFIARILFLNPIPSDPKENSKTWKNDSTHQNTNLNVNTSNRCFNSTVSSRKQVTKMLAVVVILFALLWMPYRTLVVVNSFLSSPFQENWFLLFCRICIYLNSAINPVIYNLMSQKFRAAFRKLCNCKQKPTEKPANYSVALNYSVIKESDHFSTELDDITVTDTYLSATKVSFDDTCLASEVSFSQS
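Steps: seed TRHR cells overnight; add fluo-8 no-wash Ca dye, RT 30 min–1.5 h; record 10 s baseline; pin-transfer compounds; monitor fluorescence 1 cycle/s for the agonist window. Calcium increases flag candidate agonists.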
D2 agonist – D2 dopamine receptor (human) agonism. P14416. HEK293 T-REx D2 cells, calcium flux agonist mode. activation, % at 2 µM. actives 0.53% (n = 340,000);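 active means activation over 3 SD above normal in the single-dose calcium agonist read, cut at about 30% in these data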; further: 0% is about no effect
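Tetracycline-induced HEK293 Trex cells with D2 receptor force-coupled to calcium signaling, plated overnight at 30 C and loaded with no-wash calcium dye. Calcium flux read kinetically for 180 s after compound addition; responses flag agonists.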
USP1-UAF1 inh – blocks the human USP1/UAF1 deubiquitinase complex; actives 0.23% (n = 390,000); recombinant USP1/UAF1, Ub-Rhodamine cleavage fluorescence; O94782; Potency, µM (series often up to 57.1 µM), inactives show at the top dose activity change, negative = inhibition, most hits filed as inhibitors; further: potency means the concentration at half of the fitted maximal effect; on the % scale 0 is the no-effect control and ±100 the full control effect; nearly all actives have a fitted effect of over 60% in size; inactives centre near -12
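1 nM enzyme complex + cpd, 15 min RT; start with Ub-Rho 150nM final; kinetic fluorescence ex 480/em 540, 6 reads q60 s. Buffer 50mM HEPES pH 7.8, 0.5mM EDTA, 0.1 mg/ml BSA, 1mM TCEP, 0.01% Tween-20.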
D2 antag – antagonizes the human D2 dopamine receptor; AID 485344; actives 2% (n = 340,000); HEK293 TREx D2 cells, calcium flux, dopamine EC80; P14416; inhibition, % at 10 µM; in the data active means inhibition above about 30%; further: 0% is about no effect
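In this primary screen, negative modulation is detected by tracking calcium flux after an EC80 dopamine challenge in inducible HEK293 T-REx D2 cells preexposed to test compound for 180 s.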
PI4K2A block – blocks human PI4K2A kinase activity. purified PI4K2A, ADP-Glo luminescence, 1 h; stronger effect = lower value. AID 1346378. activity change, negative = inhibition, % at 76.9 µM. actives 0.13% (n = 420,000); in the data active means activity change below about -50%; inconclusive means mostly about -30% to -49%;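 further: -100% = wells without enzyme as full effect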
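Compounds are screened against recombinant PI4K2A using PI as substrate and ATP, the latter dispensed at 300 microM. Reactions run one hour at ambient temperature before ADP-Glo detection; full inhibition defined by wells lacking enzyme.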
IDH1 R132H inh – human IDH1 R132H inhibition; actives 0.093% (n = 390,000); AID 602179; IDH1-R132H enzyme, NADPH consumption, diaphorase/resazurin fluorescence; Potency, µM (titrated, usually from 76.6 µM), inactives show at the highest dose activity change, negative = inhibition, actives largely listed as inhibitors; further: potency means the concentration at half of the fitted maximal effect; on the % scale 0 is the no-effect control and ±100 the full control effect; nearly all actives have a fitted effect of over 65% in size
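IDH1-R132H (0.5 ug/mL dispensed) in pH 7.5 Tris buffer was preincubated 30 min with compound, then given a substrate mix of 0.016 mM NADPH and 2 mM alpha-KG for 80 min at room temperature; remaining NADPH was read by diaphorase/resazurin fluorescence.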
TRHR enhancer – allosterically enhances the human TRH receptor | actives 0.66% (n = 360,000) | P34981 | TRHR cells, fluo-8 calcium fluorescence, EC20 TRH enhancement | enhancement, % at 2 µM; in the data active means enhancement above about 30%; further: 0% is about no effect
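TRHR-expressing cells loaded with fluo-8 calcium dye were read kinetically (ex 480/em 530) during compound addition, then stimulated with an EC20 of TRH (10 nM final). Enhancement of the Gq-mediated intracellular calcium response was scored.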
TrxR1 inh – inhibitors of rat thioredoxin reductase 1; O89049; Potency, µM (series often up to 114 µM), without a hit: at the highest dose activity change, negative = inhibition, actives largely listed as inhibitors; AID 588453; actives 1% (n = 390,000); recombinant rTrxR1, NADPH fluorescence consumption, selenite substrate; further: potency means the concentration at half of the fitted maximal effect; on the % scale 0 is the no-effect control and ±100 the full control effect; nearly all actives have a fitted effect of over 65% in size
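Rat TrxR1 (90 nM in the dispensed reagent) was pre-reduced with 400 uM NADPH for 5 min at room temperature, then incubated with compound for 15 min. After 400 uM selenite was added, NADPH fluorescence (Ex 340/Em 450 nm) was followed for 8 min.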
An asterisk follows results filed as active; ? = inconclusive; / = not tested or not shown; & = joins results of further samples; [ ] = another dose, or the depositor's remark. Unless noted, the call rests on the fitted dose curve; in most records, active means well fitted inhibition curve with a large enough effect; inconclusive means small, poorly fitted or top-dose-only effect; inactive means no such curve, though single readings can be large or run the other way. Compounds were not picked by outcome; about 3.9% have a hit in one of these screens.

SMILES	TrxR1 substrate	TRHR ag	D2 agonist	USP1-UAF1 inh	D2 antag	PI4K2A block	IDH1 R132H inh	TRHR enhancer	TrxR1 inh
CC(C)CCNC(=S)Nc1ccc(F)cc1	-5%	/	/	1%	/	-4	0%	/	-5%
COc1ccc(C(=O)N(C)C2CCCN(Cc3ccccc3F)C2)cc1OC (stereo not given)	2%	0.1	0.6	-17%	-2	4	0%	2	13%
O=c1[nH]c(=O)n(C(c2ccccc2)c2ccccc2)cc1Br	-6%	-0.6	-0.1	-6%	12	-2	0%	0	9%[57.1 µM]
CCCC1=C(C(=O)OCC)C(/C=C/c2ccccc2)n2ncnc2N1 (stereo not given)	6%	-0.5	0.6	-3%	-3	1	9%	9	26%
CCOC(=O)C1CCCN(C(=O)c2sc3nc(-c4ccccc4)cn3c2C)C1 (stereo not given)	2%[57.1 µM]	-0.5	-0.2	-13%	-19	0	2%	-4	-11%[57.1 µM]
C=CCn1c(SCc2nc3ccccc3c(=O)[nH]2)nc2sc3c(c2c1=O)CCCC3	0%	-0.2	-1.4	-28%	-8	-6	7%	-3	9%
COc1cccc(CN(C(=O)c2cc3ccccc3oc2=O)C2CC2)c1	3%	-0.8	-0.6	-20%	-3	-5	3%	0	9%
CCOCCn1ccc2c(OCC(=O)NCc3ccccc3)cccc2c1=O	1%	0.0	0.1	-10%	0	-3	9%	4	-11%
CCCOC(c1ccccc1)(c1ccccc1)C(Oc1nc(C)cc(C)n1)C(=O)O (stereo not given)	-3%	-0.3	0.9	-17%	-10	-3	-3%	2	7%
Cc1noc(C(=O)N2CCN(Cc3ccc4c(c3)OCO4)CC2)c1Cl	0%	-0.5	0.2	-11%	1	1	-7%	-1	14%
COc1ccccc1OCCNc1cc(N2CCOCC2)ccc1[N+](=O)[O-]	-12%	-1.5	-0.4	-2%	-18	4	3%	1	-6%
O=C(c1ccccc1)c1nc2ccccc2n(CCCn2c(=O)c(C(=O)c3ccccc3)nc3ccccc32)c1=O	-6%	0.2	/	5%	/	2	-5%	-1	1%
NC(=O)CSc1nnc(-c2ccccc2F)n1C1CC1	1%	-0.9	0.0	-18%	6	3	8%	6	14%
O=C(CCNC(=O)c1ccccc1Cl)NCC(c1ccco1)N1CCCC1 (stereo not given)	-7%	0.4	-0.2	-18%	6	2	2%	5	-18%
Cc1occc1C(=O)N1CCCC(Nc2ccc(F)c(F)c2)C1 (stereo not given)	-5%	-0.3	0.1	-28%	-2	0	-2%	-6	-4%
CN(C)S(=O)(=O)c1cccc(C(=O)NC2CCCc3ccccc32)c1 (stereo not given)	-2%	-0.4	-0.1	-5%	-7	6	2%	-5	-1%
COc1ccc(OC)c(/C=N/NC(=O)Cn2ccnc2C)c1	282%[activator]	0.1	0.2	-9%	1	4	-1%	7	65%[activator]
COc1ccc(C)cc1NC(=O)CCNC(=O)Cn1cnc2ccccc2c1=O	8%[57.1 µM]	1.0	-0.2	-19%	14	-1	11%	7	23%[57.1 µM]
O=C(CSc1nc(C2CC2)nc2c1cnn2-c1ccccc1)Nc1c[nH]c(=O)[nH]c1=O	9%	0.5	0.2	-18%	0	-23	-7%	1	26%
Cc1nonc1OCCNCCNc1ccc([N+](=O)[O-])cc1Cl	3%	0.2	/	-23%	/	1	-8%	-9	13%

Exported in markdown: entries from further up
| molecule | TrxR1 substrate | TRHR ag | D2 agonist | USP1-UAF1 inh | D2 antag | PI4K2A block | IDH1 R132H inh | TRHR enhancer | TrxR1 inh |
| --- | --- | --- | --- | --- | --- | --- | --- | --- | --- |
| CC(C)CCNC(=S)Nc1ccc(F)cc1 | -5% | / | / | 1% | / | -4 | 0% | / | -5% |
| COc1ccc(C(=O)N(C)C2CCCN(Cc3ccccc3F)C2)cc1OC (stereo not given) | 2% | 0.1 | 0.6 | -17% | -2 | 4 | 0% | 2 | 13% |
| O=c1[nH]c(=O)n(C(c2ccccc2)c2ccccc2)cc1Br | -6% | -0.6 | -0.1 | -6% | 12 | -2 | 0% | 0 | 9%[57.1 µM] |
| CCCC1=C(C(=O)OCC)C(/C=C/c2ccccc2)n2ncnc2N1 (stereo not given) | 6% | -0.5 | 0.6 | -3% | -3 | 1 | 9% | 9 | 26% |

(list continues)
SMILES	TrxR1 substrate	TRHR ag	D2 agonist	USP1-UAF1 inh	D2 antag	PI4K2A block	IDH1 R132H inh	TRHR enhancer	TrxR1 inh
CCC1(CC)NC(=O)N(CC(=O)OCC(=O)c2ccccc2OC)C1=O	2%	0.6	-0.4	-9%	-1	0	1%	-3	5%
O=C(CNC(=O)C1CCCCC1)Nc1ccc(Cl)cc1	-4%	0.2	0.1	-5%	3	9	-5%	3	7%[57.1 µM]
C(=Cc1c[nH]c2ccccc12)c1nccc2ccccc12	1%	/	/	?	/	-15	5%	/	?
COC(=O)N[C@H](CC(C)=O)c1ccccc1	/	-0.3	-0.2	/	18	/	/	-3	/
COc1ccc(-c2cc(N)n(CCC#N)n2)c(OC)c1	-7%	0.0	-0.4	-4%	-21	8	-5%	-6	4%
COc1ccc(CNC(=O)c2ccc(C)o2)cc1	7%	0.1	/	-18%	/	2	2%	-3	16%
Cc1ccccc1N=C1NC(=O)/C(=C/c2cccnc2)S1	-6%	-0.6	-1.3	-10%	3	4	1%	-4	1%
CC(=O)N1CCN(c2ccc(NCc3ccc4c(c3)OCO4)cc2)CC1	3%	-0.1	-1.9	-16%	-10	-12	22%	8	?
COCCn1c(-c2ccc(F)cc2)nc2cccnc21	5%	-0.2	0.7	-10%	-1	2	-16%	-8	15%
Cc1cc(Nc2cccc(Cl)c2)nc2ccc(NC(=O)c3cncc(Br)c3)cc12	-7%	0.4	/	-30%	/	-1	-3%	1	6%
O=C(CC1SCCNC1=O)Nc1ccccc1Cl (stereo not given)	0%[57.1 µM]	0.3	1.6	-6%	11	2	-8%	-9	14%[57.1 µM]
O=C(Nc1cccc(S(=O)(=O)N2CCCCC2)c1)c1ccc2c(=O)n3c(nc2c1)CCCCC3	-2%	0.4	1.1	-23%	-2	4	0%	-3	-2%
NC(=O)c1ccc([N+](=O)[O-])cc1SCc1ccccc1	0%	-0.5	-0.3	-4%	-6	-5	6%	1	-16%
CCC(Sc1nnc2c3ccccc3n(CC)c2n1)C(=O)Nc1ccc(NC(C)=O)cc1 (stereo not given)	0%	0.1	0.4	5%	/	-8	-5%	10	19%
CC(=O)c1ccc(OCC(O)CN2CCOCC2)cc1 (stereo not given)	-3%[57.1 µM]	-1.0	-0.5	-12%	9	0	1%	3	0%[57.1 µM]
COc1ccc(-c2cn3nc(SCC(=O)NCC4CCCO4)ccc3n2)cc1 (stereo not given)	280%[activator]	-0.3	/	?	/	-6	11%	0	75%[activator]
COC(=O)c1ccccc1NC(=O)Cc1ccccc1OC	-4%	0.0	-1.3	-14%	-1	-3	5%	-2	-5%
Cc1ccccc1NC(=O)Cn1cnc2c(oc3nc4c(cc32)CCCC4)c1=O	4%	0.0	-0.3	-11%	8	-7	-6%	-6	15%
O=C(CCC(=O)N1CCOc2ccccc21)NCCCN1CCCCC1	7%[57.1 µM]	0.3	/	-19%	/	-6	3%	0	8%[57.1 µM]
Cc1ccccc1NC(=O)Cn1cc(S(=O)(=O)c2ccccc2)c(=O)c2ccccc21	-8%	-0.2	0.3	-15%	/	-3	-7%	-9	-2%
CC(C)(C)OC(=O)N1CCC[C@H]1c1nnc(SCc2ccc(Cl)cc2)o1	6%[11.4 µM]	-0.6	-0.4	-7%	3	-4	4%	2	15%[11.4 µM]
Cc1ccc(-c2nc(CSCC(=O)NC3CCN(Cc4ccccc4)CC3)c(C)o2)cc1	2%	0.9	0.4	-23%	47*	0	29%	-13	3%
CC(=O)CSc1nc(-c2ccccc2)c(-c2ccccc2)o1	8%	0.1	0.5	-14%	8	7	5%	-5	9%
CC(=O)c1cccc(NC(=O)C2=CC(c3ccco3)=NS(=O)(=O)N2C)c1	-11%&-6%	0.8&0.2	0.3&5.3	-5%&-24%	-18	-4&-2	-11%&-5%	-5&1	-7%&8%
Cc1ncc(C23CC4CC(CC(C4)C2)C3)[nH]1	4%	1.0	0.0	-19%	9	1	11%	-1	21%
O=C1C=C(O)CC(c2cccs2)C1 (stereo not given)	-1%	0.0	1.6	5%	-10	-1	1%	1	-9%
COC(CNc1ncnc2c1cnn2C)OC	5%[57.1 µM]	-0.5	-6.0	-14%	-10	-5	6%	4	6%[57.1 µM]
CCCOc1ccc(-c2c(C(=O)N/N=C/c3ccc(OCC)cc3)nnn2-c2nonc2N)cc1	6%[0.457 µM]	0.3	-0.1	-9%	5	1	2%	11	11%
C=CCOc1ccc(CNc2nccs2)cc1OC	1%	-0.2	/	-16%	/	0	3%	7	7%
Cc1ccc(/C=N/NC(=O)C[n+]2ccccc2)o1	-11%	-0.2	1.7	-10%	-14	0	3%	8	12%[57.1 µM]
CCOc1ccc(N/C=C/C(=O)c2ccccc2)cc1	-1%	2.2	0.3	-25%	-1	-51*	-7%	1	1%
NS(=O)(=O)c1ccc(NC(=O)c2c(Cl)cccc2Cl)cc1	-4%	1.0	0.0	-2%	-3	-10	4%	-6	22%[57.1 µM]
O=C1C[C@@H]2CCN3C(=O)CCC[C@@H]([C@H]23)[C@H]1Cc1ccccc1	0%	/	/	-4%	/	6	-6%	/	24%
O=C(CN(Cc1ccccc1)S(=O)(=O)c1ccccc1)N/N=C/c1ccccc1[N+](=O)[O-]	-4%[57.1 µM]	-0.6	0.7	-12%	-6	0	3%	-2	25%
COc1ccccc1NC(=O)Cc1noc(CSc2nnc(C)n2C)n1	7%	0.1	-0.3	-7%	-16	8	-2%	2	29%
Cc1nc2ccc(NC(=S)NC3CCCCC3)cc2nc1C	1%	0.1	0.1	4%	-14	1	-4%	-8	?
O=C(CSc1ncn[nH]1)N1CCCCC1	6%	0.3	1.7	-11%	17	1	0%	5	11%
CCOC(=O)c1c(CC(C)C)csc1NC(C)=O	2%[57.1 µM]	-0.5	-1.6	-18%	2	-2	4%	0	6%[57.1 µM]

Screening data: PubChem BioAssay, National Center for Advancing Translational Sciences (NCATS)
